# Screens: PubChem BioAssay, several laboratories
# Cardiac RTF inh: cardiac RTF calcium desensitization; inhibition, % at 7.15 µM; AID 493244; IANBD-labeled cardiac RTF, Ca2+ fluorescence; actives 0.12% (n = 340,000);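 active = inhibition above the mean inhibition of all tested compounds plus 3 SD, cut at about 17% in these data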;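 also: assay run at fixed EC70 calcium of 1.6 mM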
# Rtt109 HAT inh: inhibitors of Candida albicans Rtt109/Vps75 histone acetyltransferase; Q5AAJ8; purified Rtt109/Vps75, ThioGlo CoA-SH fluorescence, 4 h; inhibition, % at 34.9 µM; actives 0.16% (n = 330,000); AID 540336;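 active = inhibition of at least 50% in every replicate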
# CDK5 p35 inh: inhibitors of human CDK5/p35 kinase; Q00535+Q15078; Recombinant CDK5/p35, ADP-Glo luminescence, 60 min; inhibition, % at 10 µM; actives 0.01% (n = 330,000); AID 488839;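 active = highest replicate inhibition of at least 50% and at least 75% of replicates reaching 50%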;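 also: plate controls were DMSO neutral control for no effect and GW8510 at 10 µM for full effect; many of its hits are not listed in these tables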
# SUMO Mot1 rescue: inhibitors of SUMOylation pathway: yeast Mot1-301 growth rescue; S. cerevisiae Mot1-301 growth rescue, ATP luminescence, 38.5C; percent above DMSO median, 100 means doubled; growth rescue, % at 18.8 µM; actives 1% (n = 320,000);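 active = every valid replicate shows activation above 250% relative to neutral control wells; inactive = the rest, any valid replicate at or below 250%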;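 also: OY570 slx delta 5 strain wells were the positive control but not used for scaling; some compounds called inactive have numbers as strong as hits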
# dFosB act: mouse delta FosB homodimer activation; P13346; purified delta FosB, TAMRA-CDK5 oligo fluorescence polarization; percent of positive-control signal above neutral wells; activation, % at 25 µM; actives 0.99% (n = 340,000);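 active = mean activation above about 17%, with every replicate also reaching it, limit read from the data, passing the limit was not always enough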;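 also: fluorescence polarization rise as delta FosB binds a TAMRA Cdk5 AP-1 oligo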
# Target sequence (P13346 whole entry, looked up): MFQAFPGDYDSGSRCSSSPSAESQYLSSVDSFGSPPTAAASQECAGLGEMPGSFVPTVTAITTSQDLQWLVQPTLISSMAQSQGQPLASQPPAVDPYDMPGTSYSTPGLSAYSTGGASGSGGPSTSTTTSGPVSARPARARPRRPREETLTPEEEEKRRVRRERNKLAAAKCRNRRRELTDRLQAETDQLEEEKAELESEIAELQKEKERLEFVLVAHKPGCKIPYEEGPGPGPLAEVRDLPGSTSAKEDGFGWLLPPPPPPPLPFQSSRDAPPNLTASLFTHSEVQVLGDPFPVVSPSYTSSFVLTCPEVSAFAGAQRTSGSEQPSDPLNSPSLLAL
# RTF Ca sens act: cardiac RTF calcium sensitization; IANBD-labeled TnC RTF fluorescence at EC20 calcium; 0% EC20 calcium, 100% full calcium; P19429+P45379; actives 0.24% (n = 340,000); AID 493008; activation, % at 7.2 µM;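 active = activation above the mean over all tested compounds plus 3 SD, cut at about 30% in these data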;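 also: rise in fluorescence read as greater calcium sensitivity of cardiac thin filaments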
# C-LANA FP: inhibitors of KSHV LANA C-terminal domain DNA binding | MBP-C-LANA/FAM-LBS DNA binding, fluorescence polarization | AID 504423 | actives 0.078% (n = 340,000) | inhibition, % at 9 µM;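 active = highest replicate inhibition at or above 60% at 9 µM, even if other replicates fall short; inactive = all replicates below 60% inhibition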;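 also: 0% = neutral control wells and 100% = 4 µM acridine orange control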
# Keap1 Nrf2 FP: disrupts human Keap1 binding to Nrf2 peptide | actives 0.15% (n = 340,000) | Keap1 Kelch-Nrf2 peptide fluorescence polarization, 1536-well | Q14145 | inhibition, % at 9.4 µM; in the data active = inhibition above about 12%;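 also: human Keap1 Kelch domain with fluorescein labeled Nrf2 9mer peptide probe; 0% = neutral control wells and 100% = peptide positive control; higher means more block of Keap1 binding to Nrf2 peptide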
# Target sequence (Q14145 whole entry, looked up, the tested form may be a part): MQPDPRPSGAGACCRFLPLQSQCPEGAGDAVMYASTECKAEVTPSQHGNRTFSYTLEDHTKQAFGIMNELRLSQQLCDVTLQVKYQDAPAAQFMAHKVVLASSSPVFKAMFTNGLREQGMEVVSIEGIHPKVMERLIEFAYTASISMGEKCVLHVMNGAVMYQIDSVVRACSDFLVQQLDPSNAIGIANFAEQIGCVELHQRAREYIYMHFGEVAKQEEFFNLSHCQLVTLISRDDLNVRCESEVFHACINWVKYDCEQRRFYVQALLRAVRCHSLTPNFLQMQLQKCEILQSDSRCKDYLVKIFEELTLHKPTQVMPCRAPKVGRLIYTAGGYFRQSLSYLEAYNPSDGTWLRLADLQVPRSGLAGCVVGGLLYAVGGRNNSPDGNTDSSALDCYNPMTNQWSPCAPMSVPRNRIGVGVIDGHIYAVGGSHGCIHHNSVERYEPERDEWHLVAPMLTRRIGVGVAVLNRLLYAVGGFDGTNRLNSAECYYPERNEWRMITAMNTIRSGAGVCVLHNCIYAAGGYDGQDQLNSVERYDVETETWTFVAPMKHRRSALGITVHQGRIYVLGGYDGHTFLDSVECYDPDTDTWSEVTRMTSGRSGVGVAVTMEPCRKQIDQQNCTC
# NSD2 inh: blocks human histone methyltransferase NSD2; actives 0.54% (n = 310,000); O96028; NSD2 peptide methylation, AlphaScreen, 120 min; inhibition, % at 12.5 µM; AID 743445; in the data active = inhibition above about 50%
# PfHsp90 yeast 2: growth inhibition of yeast expressing Plasmodium Hsp90. S. cerevisiae expressing PfHsp90, BacTiter-Glo ATP, 48 h; yeast lacking PDR1 and PDR3 efflux regulators. actives 0.32% (n = 310,000). inhibition, % at 9.4 µM;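 active = every replicate shows inhibition above about 80%, whatever the replicate mean, limit read from the data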;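 also: 0% = DMSO neutral controls and 100% = 20 µM radicicol positive controls; yeast relying on Plasmodium falciparum Hsp90 in place of its own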
# PvdQ acylase: blocks Pseudomonas aeruginosa PvdQ acylase activity. inhibition, % at 10 µM. purified PvdQ acylase, fluorescence plate reader. actives 0.063% (n = 340,000). AID 488965; in the data active = inhibition above about 30%, passing the limit was not always enough;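 also: 0% = vehicle neutral wells and 100% = reference inhibitor wells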
# * marks the source's active call; other numbers are inactive results; . = no result given.
1	O=C(Nc1cccnc1)c1cccc(S(=O)(=O)N2CCCCC2)c1
2	CCN(CC)c1cc(CS(=O)c2ccccc2)nc(-c2ccccc2)n1 (configuration not stated)
3	COc1cc(C(=O)OCC(=O)NC(N)=O)cc(CN2C(=O)c3ccccc3C2=O)c1OC
4	COc1ccc(CC(=O)OCN2C(=O)c3ccccc3C2=O)cc1
5	CC(C)c1cc(C(=O)O)on1
6	O=c1oc(-c2ccco2)nc2sc3c(c12)CCCC3
7	O=C(CCSc1nc(-c2ccco2)cc(C(F)(F)F)n1)NCc1cccs1
8	O=C(CSc1ccc([N+](=O)[O-])cn1)Nc1ccc2[nH]c(=O)[nH]c2c1

screen / no.,1,2,3,4,5,6,7,8
C-LANA FP,1.0,0.7,0.5,0.1,0.3,1.4,0.4,1.0
CDK5 p35 inh,-0.7,2.6,1.9,0.6,0.4,1.8,0.4,-1.0
PfHsp90 yeast 2,33,.,-4,-3,-13,-27,4,-34
dFosB act,-6,-10,0,-9,5,-10,0,0
SUMO Mot1 rescue,-11,-16,0,-5,0,-2,5,50
Cardiac RTF inh,-8,-14,-1,-7,7,-1,-2,0
RTF Ca sens act,5,0,-2,-1,-2,-5,6,-4
Keap1 Nrf2 FP,2,-5,-4,0,3,-2,-1,0
Rtt109 HAT inh,6,5,19,-1,3,6,-1,1
NSD2 inh,2,.,1,1,-3,7,-1,2
PvdQ acylase,-7,-13,5,-12,8,-4,-12,3

9	O=C(CSc1n[nH]c(-c2ccc(Br)cc2)n1)N1CCOCC1
10	CCOC(=O)N1CCN(C2CCCN(C(=O)c3ccccc3SC)C2)CC1 (configuration not stated)
11	Cc1csc(SCC(=O)NC2CCCC2)n1
12	CC(=O)NC(=S)Nc1ccc(NC(=S)NC(=O)/C=C/c2ccco2)cc1
13	CN(C)/C=N/c1cc(=O)[nH]c(=O)n1Cc1ccccc1
14	S=C(NCCCN1CCOCC1)Nc1cccc(-c2nnc3n2CCCCC3)c1
15	COc1ccccc1NC(=O)c1cnc2n(c1=O)CCS2
16	CC(C)N1CCC(N2CCN(Cc3cccnc3)CC2CCO)CC1 (configuration not stated)

screen / no.,9,10,11,12,13,14,15,16
C-LANA FP,0.7,0.0,-2.8,1.3,1.5,0.1,-0.6,0.6
CDK5 p35 inh,1.7,.,1.9,0.9,0.1,-0.6,-1.6,-1.7
PfHsp90 yeast 2,.,17,-19,4,-8,-10,-8,-11
dFosB act,-3,-5,-1,-5,5,-1,1,5
SUMO Mot1 rescue,-32,4,-4,1,4,147,4,1
Cardiac RTF inh,-1,-4,-9,3,-6,9,0,-5
RTF Ca sens act,-1,0,1,1,-3,9,0,-1
Keap1 Nrf2 FP,4,-3,-5,-3,3,0,-4,1
Rtt109 HAT inh,8,3,1,2,9,.,10,-10
NSD2 inh,-3,3,7,1,.,-3,-56,-1
PvdQ acylase,7,-8,-16,-1,-11,8,10,-15

17	O=C(CSc1nc(-c2ccccc2)c(-c2ccccc2)[nH]1)NCC1CCCO1 (configuration not stated)
18	CCn1c(SCC(=O)NCC2CCCO2)nnc1-c1c[nH]c2ccccc12 (configuration not stated)
19	NC(=O)C(=O)NN=C1CCC(c2ccccc2)CC1 (configuration not stated)
20	COc1ccc2[nH]cc(C(=O)CCl)c2c1
21	O=C(CCCOc1ccccc1)Nc1cccc(S(=O)(=O)N2CCCCC2)c1
22	Cc1nn(-c2ccccc2)c(C)c1NC(=O)COC(=O)Cc1cccc(C(F)(F)F)c1
23	O=C(CS(=O)c1ccc(F)cc1)N1CCOCC1 (configuration not stated)
24	CCN1CCN(CCCN(Cc2ccco2)C(=S)Nc2ccccc2Cl)CC1

screen / no.,17,18,19,20,21,22,23,24
C-LANA FP,-0.6,2.3,-1.3,-0.6,0.6,-3.0,-0.7,0.5
CDK5 p35 inh,0.6,2.0,-0.7,0.5,-1.7,0.2,1.3,-1.2
PfHsp90 yeast 2,.,1,-3,-4,6,17,22,23
dFosB act,1,-3,0,-5,-3,-17,0,-4
SUMO Mot1 rescue,9,20,206,12,3,-8,159,-4
Cardiac RTF inh,9,4,5,-9,3,2,3,16
RTF Ca sens act,-4,2,8,0,-1,4,-5,0
Keap1 Nrf2 FP,-3,-5,0,-5,-1,-2,3,0
Rtt109 HAT inh,-2,-2,-3,-1,0,-7,4,1
NSD2 inh,0,-3,-3,-1,-3,4,-3,7
PvdQ acylase,3,-10,-5,-8,-19,-18,-15,-5

25	CC1CC2(C)Oc3ccccc3CC2C(C)C1CNCCCN(C)C (configuration not stated)
26	COc1ccc(/C=N/Nc2ccc(C(=O)O)cc2)cc1OC
27	CC(C)CCOC(=O)C1[C@H]2C(=O)N(Cc3cccs3)C[C@]23C=C[C@H]1O3 (some centres not stated)
28	COc1cc(C(=O)Nc2cccc(S(=O)(=O)N3CCCC3)c2)c([N+](=O)[O-])cc1OC
29	COc1ccc(NC(=O)N2CCC(C(=O)c3ccc4c(c3)OCCO4)CC2)cc1
30	CC(=O)NC1CC2CCCC(C1)N2S(=O)(=O)c1ccccc1 (configuration not stated)
31	O=C1C=CC2(O[C@H](c3ccccc3)[C@@H](c3ccccc3)O2)[C@H](Sc2ccccc2O)C1
32	COC(=O)c1ccc(SCC(=O)N2CCC(C)CC2)c([N+](=O)[O-])c1

screen / no.,25,26,27,28,29,30,31,32
C-LANA FP,-0.9,-2.0,0.8,0.7,-0.4,-0.4,-0.4,-1.6
CDK5 p35 inh,0.0,-0.9,5.0,0.6,-1.4,0.5,-1.1,.
PfHsp90 yeast 2,-1,10,2,.,-11,13,113*,-12
dFosB act,3,-3,2,-8,-9,2,-13,-7
SUMO Mot1 rescue,24,-23,-4,10,-4,3,.,836*
Cardiac RTF inh,-18,-5,7,-16,3,0,-6,0
RTF Ca sens act,-3,-2,-5,-3,3,-1,10,0
Keap1 Nrf2 FP,-1,3,-3,0,2,-2,-42,2
Rtt109 HAT inh,10,1,7,-1,-5,-2,1,31
NSD2 inh,0,3,-2,1,-5,2,.,2
PvdQ acylase,6,-1,4,-1,-1,-5,-7,-6

# An excerpt from above, reduced to NSD2 inh:
nr | smiles | NSD2 inh
19 | NC(=O)C(=O)NN=C1CCC(c2ccccc2)CC1 (configuration not stated) | -3
20 | COc1ccc2[nH]cc(C(=O)CCl)c2c1 | -1

# (further entries)
33	CC(C)C(NC(=O)c1ccccc1)C(=O)N/N=C\c1ccco1 (configuration not stated)
34	Cc1ccc(-n2c(N)c(C(=O)N3CCOCC3)sc2=S)cc1
35	COc1cccc2[nH]c(C(=O)NCC3CCCO3)cc12 (configuration not stated)
36	CC(=O)Nc1c(Cl)cc2c(c1Cl)Cc1ccccc1-2
37	CCOC(=O)c1cc[n+](CC(=O)c2ccc(F)cc2)cc1
38	c1ccc2c(c1)nc1n2CCC1
39	CC(C)(C)c1cc(NC(=O)c2c(F)cccc2Cl)n(-c2ccccc2)n1
40	Cc1cc(OCc2ccc(C(=O)NN=C3CCCC3)cc2)ccc1Cl

screen / no.,33,34,35,36,37,38,39,40
C-LANA FP,0.2,2.1,-2.7,-3.4,0.3,0.0,-0.9,0.0
CDK5 p35 inh,0.0,0.7,-0.3,1.9,-0.3,6.2,3.2,-2.3
PfHsp90 yeast 2,-3,6,15,9,28,5,-140,15
dFosB act,-3,1,3,-23,-8,0,-13,-13
SUMO Mot1 rescue,134,-20,3,.,-8,.,-10,-3
Cardiac RTF inh,-1,-3,-4,-8,6,-5,3,-6
RTF Ca sens act,-5,-3,0,2,7,-8,-3,-7
Keap1 Nrf2 FP,-1,-2,-1,-3,0,-2,-3,-2
Rtt109 HAT inh,6,6,-4,-1,-2,12,-2,56*
NSD2 inh,-2,0,0,-1,0,14,-4,-5
PvdQ acylase,-5,-15,-14,-14,-8,3,-15,5

41	Cc1ccc(Cl)cc1NC(=O)C1CCN(S(C)(=O)=O)CC1
42	COc1ccc(N/C(=N\c2nc(C)cc(C)n2)NC(C)=O)cc1OC
43	Cc1cc2oc(C(=O)NCCc3ccc(S(N)(=O)=O)cc3)c(C)c2cc1C
44	CC(C)NC(=O)CN1C(=O)C(C)(C)Oc2ccc(C(=O)NC3CCCCC3)cc21

screen / no.,41,42,43,44
C-LANA FP,-1.7,1.0,-1.2,1.0
CDK5 p35 inh,-1.4,0.8,-0.2,-0.1
PfHsp90 yeast 2,1,-19,-3,5
dFosB act,-8,-3,-17,1
SUMO Mot1 rescue,-7,.,78,64
Cardiac RTF inh,.,-2,-8,-1
RTF Ca sens act,.,2,5,-3
Keap1 Nrf2 FP,-6,3,-6,2
Rtt109 HAT inh,-8,-2,-9,0
NSD2 inh,-5,-3,0,0
PvdQ acylase,-8,1,-11,-6

# Some of the entries above in another layout:
# The line under a structure holds: C-LANA FP | CDK5 p35 inh | PfHsp90 yeast 2 | dFosB act | SUMO Mot1 rescue | Cardiac RTF inh | RTF Ca sens act | Keap1 Nrf2 FP | Rtt109 HAT inh | NSD2 inh | PvdQ acylase
34: Cc1ccc(-n2c(N)c(C(=O)N3CCOCC3)sc2=S)cc1
  2.1 | 0.7 | 6 | 1 | -20 | -3 | -3 | -2 | 6 | 0 | -15
35: COc1cccc2[nH]c(C(=O)NCC3CCCO3)cc12 (configuration not stated)
  -2.7 | -0.3 | 15 | 3 | 3 | -4 | 0 | -1 | -4 | 0 | -14
36: CC(=O)Nc1c(Cl)cc2c(c1Cl)Cc1ccccc1-2
  -3.4 | 1.9 | 9 | -23 | . | -8 | 2 | -3 | -1 | -1 | -14
37: CCOC(=O)c1cc[n+](CC(=O)c2ccc(F)cc2)cc1
  0.3 | -0.3 | 28 | -8 | -8 | 6 | 7 | 0 | -2 | 0 | -8
38: c1ccc2c(c1)nc1n2CCC1
  0.0 | 6.2 | 5 | 0 | . | -5 | -8 | -2 | 12 | 14 | 3
39: CC(C)(C)c1cc(NC(=O)c2c(F)cccc2Cl)n(-c2ccccc2)n1
  -0.9 | 3.2 | -140 | -13 | -10 | 3 | -3 | -3 | -2 | -4 | -15
40: Cc1cc(OCc2ccc(C(=O)NN=C3CCCC3)cc2)ccc1Cl
  0.0 | -2.3 | 15 | -13 | -3 | -6 | -7 | -2 | 56* | -5 | 5
41: Cc1ccc(Cl)cc1NC(=O)C1CCN(S(C)(=O)=O)CC1
  -1.7 | -1.4 | 1 | -8 | -7 | . | . | -6 | -8 | -5 | -8
42: COc1ccc(N/C(=N\c2nc(C)cc(C)n2)NC(C)=O)cc1OC
  1.0 | 0.8 | -19 | -3 | . | -2 | 2 | 3 | -2 | -3 | 1
43: Cc1cc2oc(C(=O)NCCc3ccc(S(N)(=O)=O)cc3)c(C)c2cc1C
  -1.2 | -0.2 | -3 | -17 | 78 | -8 | 5 | -6 | -9 | 0 | -11
44: CC(C)NC(=O)CN1C(=O)C(C)(C)Oc2ccc(C(=O)NC3CCCCC3)cc21
  1.0 | -0.1 | 5 | 1 | 64 | -1 | -3 | 2 | 0 | 0 | -6
